Assay outcomes: PubChem, Broad Institute
ERAP1 HTS inh: human ERAP1 aminopeptidase inhibitors, primary screen, biochemical, single point, plate reader; 340,000 compounds, 0.15% hits; recombinant ERAP1, Leu-AMC fluorescence, 60 min; inhibition, % at 10.7 µM; Endoplasmic reticulum aminopeptidase 1 (Homo sapiens), Q9NZ08;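 active means mean replicate inhibition of at least 30%, or all replicates individually reaching that 30% level; inactive means mean below 30% and not every replicate reaching it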;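 further: 0% = neutral control wells and 100% = L-leucinethiol positive control wells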
CFTR F508del cor: F508del CFTR correction, initial screen, CFBE line, single point; CFBE cells, YFP halide quenching; stimulated with forskolin plus potentiator P3; % fluorescence drop versus neutral controls; activity (quench increase), % at 7.58 µM; 350,000 compounds, 0.36% hits;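 active means mean added fluorescence quench of at least 8% versus neutral control, with both replicates also reaching 8%; inconclusive means only one of the mean or replicate conditions met; inactive means mean below 8% and not both replicates reaching 8%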;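 further: cells transiently co-express mutant CFTR-F508del with the halide-sensitive YFP; corrector assay measuring rescue of mutant channel to the surface after 24 h compound exposure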
DENV2 CPE: inhibitors of DENV2 cytopathic effect, primary screen, cell-based, plate reader, single concentration | DENV2-infected cells, cytopathic effect rescue | CPE inhibition, % at 9.99 µM | 350,000 compounds, 1.7% hits; in the data active means CPE inhibition above about 20%, passing the limit was not always enough; inconclusive means no clear call, values can overlap the other calls; tested in BHK-21 cells;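 further: 0% = median of neutral control wells and 100% = median of positive control wells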
Casp6 inh: human caspase-6 inhibitors, primary screen, biochemical, VEID-R110 fluorescence, single point, set 2; purified caspase-6, Z-VEID-R110 cleavage fluorescence; P55212; 350,000 compounds, 0.53% hits; inhibition, % at 12.5 µM;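 active means mean inhibition across replicates at least about 35%, with every replicate also reaching that limit, limit read from the data; inconclusive means only one of the two criteria met; inactive means neither criterion met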;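 further: 0% = median of neutral control wells and 100% = no fluorescence left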
Target sequence (P55212 24-179 limits assumed): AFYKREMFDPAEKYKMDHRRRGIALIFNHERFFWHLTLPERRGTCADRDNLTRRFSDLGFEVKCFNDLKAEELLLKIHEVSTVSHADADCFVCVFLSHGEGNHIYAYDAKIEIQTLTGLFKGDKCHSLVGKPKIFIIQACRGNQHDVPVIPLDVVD
Target sequence (P55212 194-293 limits assumed): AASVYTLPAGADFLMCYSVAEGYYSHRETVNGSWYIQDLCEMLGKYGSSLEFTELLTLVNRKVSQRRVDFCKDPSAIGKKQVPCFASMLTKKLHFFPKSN
SIRT5 block: SIRT5 desuccinylase inhibitors, primary screen, biochemical, fluorescence imaging, single point, set 5; NAD-dependent protein deacylase sirtuin-5, mitochondrial (Homo sapiens), Q9NXA8; Purified SirT5, succinyl-peptide AMC, trypsin-coupled fluorescence; inhibition, % at 15 µM; 330,000 compounds, 1.1% hits; AID 652115, 2013; in the data active means inhibition above about 15%; inconclusive means no clear call, values can overlap the other calls
Target sequence (Q9NXA8 whole entry, looked up): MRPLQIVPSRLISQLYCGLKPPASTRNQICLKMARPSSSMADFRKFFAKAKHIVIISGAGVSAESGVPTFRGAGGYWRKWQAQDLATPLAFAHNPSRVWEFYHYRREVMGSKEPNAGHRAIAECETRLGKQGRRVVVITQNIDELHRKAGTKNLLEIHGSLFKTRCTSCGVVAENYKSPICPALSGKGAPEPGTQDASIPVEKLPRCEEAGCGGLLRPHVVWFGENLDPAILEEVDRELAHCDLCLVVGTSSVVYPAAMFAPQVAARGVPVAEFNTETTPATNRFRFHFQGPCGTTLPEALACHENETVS
ERp5 inh: inhibitors of ERp5-driven insulin aggregation, primary screen, biochemical, turbidity, absorbance 650 nm, single point. 90 min. inhibition, % at 9.99 µM. 350,000 compounds, 0.05% hits. Protein disulfide-isomerase A6 (Homo sapiens), Q15084;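 active means mean replicate inhibition above about 25%, with every replicate also reaching it, limit read from the data, passing the limit was not always enough; inconclusive means only one of those two criteria met; inactive means neither criterion met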
Target sequence (Q15084 whole entry, looked up): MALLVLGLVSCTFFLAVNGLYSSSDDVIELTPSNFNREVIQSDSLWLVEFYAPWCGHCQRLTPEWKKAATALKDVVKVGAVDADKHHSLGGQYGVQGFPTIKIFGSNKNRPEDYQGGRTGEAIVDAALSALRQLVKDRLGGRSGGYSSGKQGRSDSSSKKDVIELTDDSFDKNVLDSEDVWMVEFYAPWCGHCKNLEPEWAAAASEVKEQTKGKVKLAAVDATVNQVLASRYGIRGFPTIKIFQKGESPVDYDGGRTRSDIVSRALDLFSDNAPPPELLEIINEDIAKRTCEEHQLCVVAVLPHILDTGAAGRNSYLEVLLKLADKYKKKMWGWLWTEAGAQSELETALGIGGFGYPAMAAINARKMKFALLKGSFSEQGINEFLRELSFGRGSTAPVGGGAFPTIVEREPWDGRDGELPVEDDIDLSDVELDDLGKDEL
miR122 inh: miR-122 Renilla sensor signal increase in Huh7, primary screen, miR-122 inhibitor project, cell-based, single point, plate reader; 340,000 compounds, 0.3% hits; Huh7 miR-122 Renilla luciferase sensor, 48 h; neutral wells = 0, positive control = 100; AID 602342, 2012; activation (reporter increase), % at 12.5 µM;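 active means mean replicate activation score at least 90 and every replicate individually at or above 90; inconclusive means only one of the two criteria met; inactive means neither criterion met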;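 further: higher luciferase means less miR-122 activity so hits act as miR-122 inhibitors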
An asterisk follows results filed as active; ? = inconclusive; . = not tested or not shown; & = joins results of further samples; ! = repeats disagree.

| entry | structure | ERAP1 HTS inh | CFTR F508del cor | DENV2 CPE | Casp6 inh |
| --- | --- | --- | --- | --- | --- |
| 1 | CC12CCC(=O)C=C1CCC1C2CCC2(C)C1CC[C@]2(O)C(=O)CO (some centres undefined) | -2.6 | 4.5 | -15.3 | -1.1 |
| 2 | CNc1c2c(nn1C)CCCC2 | -0.4&-1.8 | 0.1&-1.1 | -4.3&2.8 | 2.4&-6.1 |
| 3 | O=C(O)/C=C/c1ccc(O)cc1 | . | -1.8 | ? | -1.0 |
| 4 | Nc1ncnc2nc[nH]c12 | 0.8&-2.3&4.1 | 3.5&0.0&0.7 | -2.8&8.4&-13.5 | -2.4&-1.5 |
| 5 | COc1ccc(-n2[nH]c3c(cnc4ccccc43)c2=O)cc1 | -4.0 | 0.4 | 16.5 | 1.1 |
| 6 | CC(C)(CO)C(O)C(=O)NCCCO (centres undefined) | -0.2 | 1.5 | -4.3 | -0.8 |
| 7 | COC(=O)C1=CO[C@@H](OC2OC(CO)C(O)C(O)C2O)[C@@H]2[C@@H](C)[C@@H](O)C[C@H]12 (some centres undefined) | . | -3.7 | -10.9 | -0.1 |
| 8 | COc1c(O)cc2c(c1O)[C@@H]1OC(CO)C(O)C(O)[C@H]1OC2=O (some centres undefined) | 0.6 | 2.9 | -4.7 | . |
| 9 | CC(=O)Nc1ccccc1 | -4.2 | -1.0 | 4.1 | . |
| 10 | CCc1c2c(nc3ccc(OC(=O)N4CCC(N5CCCCC5)CC4)cc13)-c1cc3c(c(=O)n1C2)COC(=O)[C@]3(O)CC | -31.2 | 3.1 | -7.6 | -6.0 |
| 11 | NNC(=O)CP(=O)(c1ccccc1)c1ccccc1 | 0.4 | -2.5 | 1.5 | 3.8 |
| 12 | O=c1cc(-c2ccc(O)cc2)oc2cc(O[C@@H]3O[C@H](CO)[C@@H](O)[C@H](O)[C@H]3O[C@@H]3OC[C@](O)(CO)[C@H]3O)cc(O)c12 | 4.8 | -1.5 | 2.4 | -2.8 |
| 13 | COc1ccc(/C=C/C(=O)O)cc1 | 5.4 | -3.4 | -9.7 | -1.3 |
| 14 | Cc1[nH]c2ccccc2c1/C=N/NC(N)=S | 3.4 | -0.8 | 10.1 | 2.0 |
| 15 | Cc1cc(C)cc(OCC2CNC(=O)O2)c1 (centres undefined) | 2.7 | -3.1 | -8.2 | -1.3 |

| entry | SIRT5 block | ERp5 inh | miR122 inh |
| --- | --- | --- | --- |
| 1 | 1.3 | 0.5 | -1.1 |
| 2 | -6.5&-4.3 | 4.6&2.4 | -4.1&1.6 |
| 3 | . | 5.7 | 0.1 |
| 4 | 43.7*! | 0.1&0.1&3.6 | -1.7&5.7&0.1 |
| 5 | -1.0 | 3.9 | . |
| 6 | -1.3 | -4.6 | -3.8 |
| 7 | . | 4.7 | -3.2 |
| 8 | 4.5 | 3.9 | 0.8 |
| 9 | -0.7 | -0.6 | 0.2 |
| 10 | -90.9 | 2.7 | -13.4 |
| 11 | -1.1 | -2.8 | -10.9 |
| 12 | 1.9 | -2.5 | . |
| 13 | . | -0.7 | 2.2 |
| 14 | 6.3 | -1.1 | . |
| 15 | -1.2 | -3.2 | . |

(listing goes on)
| entry | structure | ERAP1 HTS inh | CFTR F508del cor | DENV2 CPE | Casp6 inh |
| --- | --- | --- | --- | --- | --- |
| 16 | COc1ccc(/C=N/NC(=O)c2ccncc2)cc1OC | 0.0 | -1.7 | -1.9 | 0.0 |
| 17 | CCn1cc(C(=O)O)c(=O)c2cc(F)c(N3CCNCC3)nc21 | -0.6 | -6.5 | -2.4 | -2.8 |
| 18 | CCCOC(=O)c1ccc(O)cc1 | -2.6 | -0.2 | 26.4* | 1.5 |
| 19 | COc1cc2nc(N3CCN(C(=O)[C@H]4COc5ccccc5O4)CC3)nc(N)c2cc1OC | -3.9 | 3.4 | -2.8 | . |
| 20 | COc1ccc2nc(NC(=O)Nc3ccccc3)sc2c1 | 0.1 | -14.7 | 5.2 | 3.8 |
| 21 | COc1c(O)cc2c(c1O)[C@@H]1O[C@H](CO)[C@@H](O)[C@H](O)C1OC2=O (some centres undefined) | -0.4 | -0.1 | -17.9 | -0.9 |
| 22 | COc1ccc2ccc(=O)oc2c1 | -0.5 | -3.8 | -24.8 | -3.7 |
| 23 | Nc1c2c(nc3ccccc13)CCCC2O (centres undefined) | -4.1 | 2.9 | -5.8 | -0.2 |
| 24 | O=C(Nc1ccc(C(=O)O)c(O)c1)c1ccccc1 | -3.0 | -4.3 | 3.0 | 21.2 |
| 25 | CN(C)CCOc1ccccc1Cc1ccccc1 | -3.4 | -0.6 | -3.5 | . |
| 26 | C/C=C(/C)C(=O)OC1c2c(ccc3ccc(=O)oc23)OC(C)(C)C1OC(=O)/C(C)=C\C (centres undefined) | . | -3.0 | -4.2 | 4.5 |
| 27 | C[C@H]1c2cccc(O)c2C(O)=C2C(=O)[C@]3(O)C(O)=C(C(N)=O)C(=O)[C@@H](N(C)C)C3[C@@H](O)C21 (some centres undefined) | 10.5 | -0.7 | ? | 19.6 |
| 28 | CCOC(=O)NNc1nncc2ccccc12 | -1.8 | -4.7 | 2.6 | 3.2 |
| 29 | C/C=C(/C)C(=O)O[C@@H]1c2cc(OC)c(OC)c(OC)c2-c2c(cc3c(c2OC)OCO3)C[C@H](C)[C@]1(C)O | -1.6 | -0.9 | -9.5 | 4.2 |
| 30 | O=C1Cc2c([nH]c3ccc([N+](=O)[O-])cc23)-c2ccccc2N1 | -0.7 | -6.9 | -3.3 | 1.8 |

| entry | SIRT5 block | ERp5 inh | miR122 inh |
| --- | --- | --- | --- |
| 16 | -2.2 | -0.1 | . |
| 17 | 4.9 | 4.0 | -4.9 |
| 18 | 0.3 | 3.3 | -1.0 |
| 19 | -16.2 | 2.8 | -9.8 |
| 20 | -1.7 | -4.2 | 5.9 |
| 21 | 1.6 | -2.4 | -17.6 |
| 22 | 3.2 | 8.1 | -0.8 |
| 23 | 1.3 | 1.6 | -4.5 |
| 24 | -3.3 | 4.2 | -3.0 |
| 25 | -4.0 | 0.9 | 5.1 |
| 26 | . | 1.7 | -0.9 |
| 27 | 1.7 | 2.5 | -2.7 |
| 28 | -6.1 | 2.2 | 5.9 |
| 29 | 0.4 | -2.5 | -0.7 |
| 30 | 0.5 | -1.7 | . |

An excerpt of these results, as a markdown table.
| no. | molecule | ERAP1 HTS inh | CFTR F508del cor | DENV2 CPE | Casp6 inh | SIRT5 block | ERp5 inh | miR122 inh |
| --- | --- | --- | --- | --- | --- | --- | --- | --- |
| 23 | Nc1c2c(nc3ccccc13)CCCC2O (centres undefined) | -4.1 | 2.9 | -5.8 | -0.2 | 1.3 | 1.6 | -4.5 |
| 22 | COc1ccc2ccc(=O)oc2c1 | -0.5 | -3.8 | -24.8 | -3.7 | 3.2 | 8.1 | -0.8 |
| 16 | COc1ccc(/C=N/NC(=O)c2ccncc2)cc1OC | 0.0 | -1.7 | -1.9 | 0.0 | -2.2 | -0.1 | . |
| 17 | CCn1cc(C(=O)O)c(=O)c2cc(F)c(N3CCNCC3)nc21 | -0.6 | -6.5 | -2.4 | -2.8 | 4.9 | 4.0 | -4.9 |
| 29 | C/C=C(/C)C(=O)O[C@@H]1c2cc(OC)c(OC)c(OC)c2-c2c(cc3c(c2OC)OCO3)C[C@H](C)[C@]1(C)O | -1.6 | -0.9 | -9.5 | 4.2 | 0.4 | -2.5 | -0.7 |

An excerpt of these results, with one line to a screen:
24: O=C(Nc1ccc(C(=O)O)c(O)c1)c1ccccc1
25: CN(C)CCOc1ccccc1Cc1ccccc1
compound no.,24,25
ERAP1 HTS inh,-3.0,-3.4
CFTR F508del cor,-4.3,-0.6
DENV2 CPE,3.0,-3.5
Casp6 inh,21.2,.
SIRT5 block,-3.3,-4.0
ERp5 inh,4.2,0.9
miR122 inh,-3.0,5.1

Continuation.
| entry | structure | ERAP1 HTS inh | CFTR F508del cor | DENV2 CPE | Casp6 inh |
| --- | --- | --- | --- | --- | --- |
| 31 | COc1ccc(CN2CCN(C(c3ccc(F)cc3)c3ccc(F)cc3)CC2)c(OC)c1OC | 0.3 | -4.1 | -2.9 | -2.8 |
| 32 | C[C@@H]1C[C@H]2[C@@H]3C[C@H](F)C4=CC(=O)C=C[C@]4(C)[C@@]3(F)[C@@H](O)C[C@]2(C)[C@@]1(O)C(=O)COC(=O)C(C)(C)C | -0.3 | 4.4 | 12.6 | -0.8 |
| 33 | CC1OC(CC(=O)O)CC2=C1C(=O)c1c(O)cccc1C2=O (centres undefined) | 9.0 | -3.5 | -10.5 | 93.3* |
| 34 | Cc1cccc(C)c1NC(=O)C1CCCCN1C (centres undefined) | 1.8 | -1.1 | -6.8 | -1.9 |
| 35 | CC[C@]1(O)C[C@@H]2CN(CCc3c([nH]c4ccccc34)[C@@](C(=O)OC)(c3cc4c(cc3OC)N(C)[C@H]3[C@@](O)(C(=O)OC)[C@H](OC(C)=O)[C@]5(CC)C=CCN6CC[C@]43[C@@H]65)C2)C1 | -15.2 | -3.9 | -0.7 | 11.3 |
| 36 | O=c1ccn([C@H]2C[C@H](O)[C@@H](CO)O2)c(=O)[nH]1 | . | -3.6 | -0.9 | -3.0 |
| 37 | CCCCOc1ccc(CC(=O)NO)cc1 | -0.6 | 2.6 | 1.2 | . |
| 38 | COC(c1ccccc1)(c1ccccc1)C(Oc1nc(C)cc(C)n1)C(=O)O (centres undefined) | -1.8 | 1.4 | -2.7 | -1.9 |
| 39 | O=C(O)CNC(=O)c1ccccc1 | 1.7&-2.5 | -0.5&6.0 | 1.5&-6.5 | -1.9&-2.1 |
| 40 | NC(N)=NC(=O)Cc1c(Cl)cccc1Cl | 0.2 | 4.1 | 2.4 | -5.3 |
| 41 | Cn1c(=O)c2c(ncn2CCO)n(C)c1=O | -1.9 | 2.5 | 17.2 | 10.5 |
| 42 | COc1cc([C@H]2Oc3cc([C@H]4Oc5cc(O)cc(O)c5C(=O)[C@@H]4O)ccc3O[C@@H]2CO)ccc1O | -0.5 | -0.8 | 4.5 | 10.8 |
| 43 | CCCCC1C(=O)N(c2ccccc2)N(c2ccccc2)C1=O | 0.1 | -0.3 | -7.2 | -4.9 |
| 44 | CC(=O)Nc1ccc(O)cc1 | . | 4.1 | 14.2 | -2.5 |
| 45 | C=C1c2cccc(O)c2C(O)=C2C(=O)[C@]3(O)C(O)=C(C(N)=O)C(=O)[C@@H](N(C)C)[C@@H]3[C@@H](O)[C@H]12 | 35.4* | 1.6 | -8.6 | 93.8* |

| entry | SIRT5 block | ERp5 inh | miR122 inh |
| --- | --- | --- | --- |
| 31 | -0.3 | -7.9 | 1.8 |
| 32 | -1.6 | 3.1 | -1.2 |
| 33 | -0.9 | 8.4 | -10.3 |
| 34 | 6.9 | -8.6 | -3.0 |
| 35 | -2.3 | -1.2 | 43.9 |
| 36 | . | 2.1 | -4.3 |
| 37 | -0.2 | -4.9 | -7.8 |
| 38 | -3.6 | 3.1 | -1.3 |
| 39 | -6.0&3.5 | ? | 1.4 |
| 40 | 2.8 | -1.2 | -2.7 |
| 41 | -4.4 | 5.5 | -1.9 |
| 42 | 5.2 | -1.5 | -2.1 |
| 43 | -1.9 | 0.3 | 1.1 |
| 44 | . | -4.1 | -0.3 |
| 45 | . | 1.2 | -5.2 |

Not all compounds are listed, so the mix of outcomes need not match the whole.
